G6PDH counter = L. mesenteroides G6PDH inhibitors, counter-screen for G6PDH-coupled screening assays, biochemical, Leuconostoc mesenteroides enzyme | glucose-6-phosphate dehydrogenase [Leuconostoc mesenteroides] | inhibition, % at 5 µM | AID 1020, 2008 | Purified L. mesenteroides G6PDH, diaphorase/resazurin coupled fluorescence, 45 min | hit rate 0.12% among 200,000; in the data active = inhibition above about 50%
APP 5UTR inh = inhibitors of APP translation via 5'UTR reporter, primary screen, APP 5'UTR luciferase, SH-SY5Y cells; SH-SY5Y APP 5'UTR-luciferase reporter, luminescence; inhibition, % at 2 µM; hit rate 0.82% among 190,000; AID 1285, 2008;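 active = inhibition above a set limit, derived from the sample mean plus 3 SD, cut at about 45% in these data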; also: values of inactives mirror those of a sister screen read the other way
Diaphorase inh = diaphorase inhibitors and chemical oxidizers, primary screen, counter-screen for diaphorase-coupled primary assays, biochemical, uHTS, resorufin fluorescence. AID 1217, 2008. inhibition, % at 20 µM. hit rate 0.69% among 190,000. diaphorase resazurin-to-resorufin fluorescence, NADH, 16 min; bacterial (C. kluyveri) enzyme, not human;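 active = primary screen inhibition at 20 µM above a set limit, cut at about 50% in these data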;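 also: plate controls were DMSO with full reaction for no effect and wells lacking NADH for full effect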
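Benchmarks: positive control wells lacking NADH, neutral wells with DMSO only. System: bacterial diaphorase enzyme (C. kluyveri). Input: 0.14 U/mL diaphorase, enzyme working solution. Detection: resorufin fluorescence, excitation 544 nm, emission 590 nm. Times: 16-min room-temperature incubation before reading.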
Diaphorase act = compounds boosting diaphorase resazurin reduction – biochemical, uHTS, resorufin fluorescence, counter-screen for diaphorase-coupled primary assays, primary screen; Diaphorase/resazurin coupled assay, 16 min; active compounds read high; 1 = vehicle wells, 0 = NADH-free wells; activation factor at 20 µM; hit rate 0.005% among 190,000; AID 1229, 2008;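 active = diaphorase activity raised at least twofold by the compound at 20 µM; inactive = activation factor below 2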
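Material: purified diaphorase enzyme from Clostridium kluyveri / Medium: HEPES pH 7.4 buffer with MgCl2 and Tween 20 / Schedule: enzyme reaction of 16 min at room temperature / Measured by: resorufin fluorescence, excitation 544 nm, emission 590 nm / Evaluation: rise in resorufin formation, marking diaphorase activation or chemical reduction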
TLR4-MyD88 BLA = inhibitors of TLR4-MyD88 association in cells, primary screen, cell-based, HeLa CL3-4, BLA complementation, FRET ratio; Toll-like receptor 4 (Homo sapiens) + Myeloid differentiation primary response protein …; HeLa CL3-4 TLR4/MyD88 BLA complementation; inhibition, % at 8.4 µM; hit rate 0.18% among 200,000; AID 861, 2007; in the data active = inhibition above about 25%;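 also: 0% = vehicle and 100% = reference inhibitor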
Target sequence (O00206 whole entry, looked up): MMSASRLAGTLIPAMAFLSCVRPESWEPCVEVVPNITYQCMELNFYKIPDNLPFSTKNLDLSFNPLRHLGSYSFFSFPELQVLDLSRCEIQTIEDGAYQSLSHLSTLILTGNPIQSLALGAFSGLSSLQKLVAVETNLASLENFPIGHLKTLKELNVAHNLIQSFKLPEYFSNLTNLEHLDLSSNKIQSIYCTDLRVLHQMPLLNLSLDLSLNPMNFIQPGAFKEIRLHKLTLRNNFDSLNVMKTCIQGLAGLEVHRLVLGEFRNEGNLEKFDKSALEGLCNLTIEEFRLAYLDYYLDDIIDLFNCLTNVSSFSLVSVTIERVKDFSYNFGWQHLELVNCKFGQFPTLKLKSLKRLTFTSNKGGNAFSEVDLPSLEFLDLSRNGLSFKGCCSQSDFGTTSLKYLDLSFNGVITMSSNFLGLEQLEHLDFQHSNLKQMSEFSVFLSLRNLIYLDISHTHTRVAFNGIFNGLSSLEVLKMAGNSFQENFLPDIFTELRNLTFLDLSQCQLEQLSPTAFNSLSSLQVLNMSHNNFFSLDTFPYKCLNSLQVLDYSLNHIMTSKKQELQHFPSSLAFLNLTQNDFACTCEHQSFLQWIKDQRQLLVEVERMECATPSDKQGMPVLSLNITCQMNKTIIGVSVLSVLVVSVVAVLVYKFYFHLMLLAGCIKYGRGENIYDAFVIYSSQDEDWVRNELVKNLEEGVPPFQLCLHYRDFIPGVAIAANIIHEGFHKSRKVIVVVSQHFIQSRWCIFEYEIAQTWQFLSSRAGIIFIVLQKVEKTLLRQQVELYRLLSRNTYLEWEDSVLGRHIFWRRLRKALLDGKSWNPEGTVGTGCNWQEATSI
Target sequence (Q99836 whole entry, looked up): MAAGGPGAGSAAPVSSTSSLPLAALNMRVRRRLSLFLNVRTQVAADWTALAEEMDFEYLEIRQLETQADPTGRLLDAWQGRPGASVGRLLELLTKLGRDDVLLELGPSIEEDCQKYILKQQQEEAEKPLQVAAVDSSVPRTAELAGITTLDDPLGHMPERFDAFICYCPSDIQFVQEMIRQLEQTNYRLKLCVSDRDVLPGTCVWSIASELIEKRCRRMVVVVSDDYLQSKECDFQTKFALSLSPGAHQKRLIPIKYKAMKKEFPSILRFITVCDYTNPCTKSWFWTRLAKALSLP
FLuc stim CS = FLuc activators, initial screening, artefact control for FLuc-dependent activation tests, biochemical, ATPlite luminescence; activation factor at 10 µM; ATPlite luciferase biochemical, 10 min; 0 = ATP-free wells, 1 = DMSO control; AID 1027, 2008; Luciferin 4-monooxygenase (Photinus pyralis), P08659; 200,000 tested, under 10 active;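 active = luciferase activation factor, scaled between plate controls, of at least 2 with compound at 10 µM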
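System: luciferase plus luciferin reagent, cell-free; medium: PBS as buffer for the ATP substrate; dosing: test compounds dosed from 2 mM stocks in 100% DMSO; timing: 10 min post-reagent at room temperature; measured by: luminescence measurement of luciferase light output; evaluation: luciferase activation, seen as luminescence increase over controls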
NF-kB neuron act = activators of NF-kB expression in neurons, primary screen, cell-based, HTS | human neuronal cells, NF-kB reporter expression; active compounds read high | fold change at 12.5 µM | hit rate 1.6% among 190,000 | AID 1239, 2008; in the data active = fold change above about 3.3
STAT1 activator = STAT1 signaling activators, primary screen, cell-based, HTS, luciferase reporter | activation (% of control), % at 5.5 µM | hit rate 2.6% among 200,000 | NIH 3T3 STAT1-luciferase reporter, IFN-gamma, luminescence; 100% = IFN-gamma alone, no compound;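 active = activation above the screen-wide mean activation plus 3 SD, cut at about 130% in these data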;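 also: raw ratio to IFN-gamma control signal so 100% means no change and 0% no light; values of inactives mirror those of a sister screen read the other way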
APP 5'UTR act = activators of APP 5'UTR luciferase reporter, primary screen, SH-SY5Y cells; SH-SY5Y APP 5'UTR luciferase reporter, luminescence; zero percent = DMSO vehicle wells; activation, % at 2 µM; hit rate 1% among 190,000; AID 1276, 2008;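 active = activation above a set limit, based on mean plus 3 SD of controls, cut at about 140% in these data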; also: values of inactives mirror those of a sister screen read the other way
FLuc inhib CS = firefly luciferase enzyme inhibitors, primary screen, artefact control for luciferase-based inhibitor screens, biochemical, luminescence, ATPLite; hit rate 1.5% among 200,000; 10 min; inhibition, % at 10 µM;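 active = inhibition above about 50% when tested at 10 µM, limit read from the data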
Active calls of the source: *; · = not tested or not shown. Not a hit list; any-hit rate near 5.6%.

SMILES | G6PDH counter | APP 5UTR inh | Diaphorase inh | Diaphorase act | TLR4-MyD88 BLA | FLuc stim CS | NF-kB neuron act | STAT1 activator | APP 5'UTR act | FLuc inhib CS
COCCCn1c(SCC(=O)N2CCCCC2C)nnc1-c1ccco1 (centres undefined) | 10 | 4 | 2 | 1 | -7 | 1.1 | 0.98 | 99 | -4 | -8
CCOC(=O)N1CCN(C(=S)Nc2cc(S(=O)(=O)N3CCOCC3)ccc2Cl)CC1 | -3 | 4 | 13 | 0.9 | 7 | 1.1 | 1.2 | 91 | -4 | -6
COc1ccc(-c2csc(NC(=O)c3ccc(S(=O)(=O)N4CCc5ccccc5C4)cc3)n2)c(OC)c1 | 1 | -2 | -1 | 1 | -6 | 1 | 0.89 | 93 | 2 | 0
O=C(COc1ccc(Cl)cc1)NNC(=O)C(=O)N1CCCCC1 | 3 | 4 | 6 | 0.9 | 6 | 1 | 0.86 | 94 | -4 | -2
CCOc1ccc(C2C(C(=O)c3cccs3)=C(O)C(=O)N2Cc2cccnc2)cc1 (centres undefined) | 5 | -11 | 6 | 0.9 | 0 | 1.1 | 1.1 | 112 | 11 | -7
O=c1c2c(nc3n1CCCCC3)-c1ccccc1CC21CCCCC1 | 6 | 36 | 11 | 0.9 | -4 | 1 | 1.4 | 100 | -36 | -3
Cc1ccc(OCC(=O)Nc2cc(C)on2)c([N+](=O)[O-])n1 | 6 | -21 | 6 | 0.9 | 2 | 0.9 | 1.9 | 120 | 21 | 8
CCN(CC)S(=O)(=O)c1ccc(N2CCOCC2)c(NC(=O)c2cccc(C#N)c2)c1 | -2 | -6 | -7 | 1.1 | 2 | 1 | 1.2 | 92 | 6 | -1
CC(=O)Nc1c(O)nc(SCC(=O)Nc2ccc(C(C)=O)cc2)[nH]c1=O | 7 | -24 | -14 | 1.1 | -1 | 1.1 | 1.7 | 120 | 25 | -6
Cc1cc(N2CCN(c3ccc([N+](=O)[O-])c4cccnc34)CC2)c2ccccc2n1 | -25 | 18 | 24 | 0.8 | 0 | 1 | 0.77 | 96 | -18 | 1
CC(=O)Nc1ccc(NC(=O)COc2ncnc3ccccc23)cc1 | 1 | 0 | 5 | 1 | 8 | 1 | 1 | 93 | 0 | -4
Cn1c2c(c(=O)n(C)c1=O)[C@@H]1c3c(ccc4ccccc34)OC[C@@H]1CO2 | 9 | -10 | 7 | 0.9 | -5 | 1 | 1.1 | 100 | 10 | -4
COc1ccccc1NCC(=O)N/N=C/c1cccnc1 | 8 | -13 | -13 | 1.1 | -4 | 1 | 1.2 | 104 | 13 | 4
NC(=O)CSc1nc2cc3c(cc2c(=O)n1CCCC(=O)NCc1ccc2c(c1)OCO2)OCO3 | 0 | 13 | 8 | 0.9 | 6 | 1 | 1.1 | 100 | -13 | -4
COc1ccc(NC(=O)COC(=O)/C=C/c2ccc(OC)c(S(=O)(=O)N3CCOCC3)c2)cc1 | -19 | -12 | 15 | 0.8 | 4 | 1.1 | 0.98 | 92 | 12 | -6
CC(C)(C)NC(=O)c1cc(F)c(F)cc1Cl | 5 | 8 | -8 | 1.1 | -7 | 1.1 | 1.1 | 91 | -8 | -5
C/C(=N\Nc1cccc(C(F)(F)F)c1)c1ccc(O)cc1 | -3 | 3 | 23 | 0.8 | 0 | 1 | 0.97 | 78 | -3 | -5
CC1Oc2ccccc2N(CC(=O)N2CCCc3ccccc32)C1=O (centres undefined) | 3 | -7 | 13 | 0.9 | 2 | 1 | 1.1 | 97 | 7 | -5
CCN(CC)CCn1c2ccccc2c2cnc(N=CN(C)C)c(C#N)c21 | 10 | 2 | 0 | 1 | 6 | 1 | 1.4 | 98 | -1 | -4
O=C(CNC(=O)c1cccs1)OCC(=O)c1ccc([N+](=O)[O-])cc1 | 10 | -2 | -2 | 1 | 3 | 1 | 1 | 95 | 2 | -3
C/C=C/C(=O)OCC(=O)Nc1cc(-c2cc(C)c(C)cc2C)nn1-c1ccccc1 | -8 | -5 | 6 | 0.9 | -5 | 1 | 0.97 | 94 | 5 | 1
O=C(CCNS(=O)(=O)c1cccc2nonc12)NCc1cccs1 | 2 | 10 | -4 | 1 | 9 | 1.1 | 1.1 | 94 | -10 | -6
C=CCn1c(N2CCCCCC2)nc2c1c(=O)[nH]c(=O)n2C | -21 | 2 | 12 | 0.9 | -24 | 1.1 | 1.1 | 101 | -2 | -7
CN1CCN(NC(=O)c2cn(-c3ccccc3)nc2-c2cccc(Br)c2)CC1 | 2 | 9 | 3 | 1 | 2 | 1 | 1.1 | 94 | -9 | -4

Two of the compounds above, field by field:
O=C(CNC(=O)c1cccs1)OCC(=O)c1ccc([N+](=O)[O-])cc1
- G6PDH counter: 10
- APP 5UTR inh: -2
- Diaphorase inh: -2
- Diaphorase act: 1
- TLR4-MyD88 BLA: 3
- FLuc stim CS: 1
- NF-kB neuron act: 1
- STAT1 activator: 95
- APP 5'UTR act: 2
- FLuc inhib CS: -3

C/C=C/C(=O)OCC(=O)Nc1cc(-c2cc(C)c(C)cc2C)nn1-c1ccccc1
- G6PDH counter: -8
- APP 5UTR inh: -5
- Diaphorase inh: 6
- Diaphorase act: 0.9
- TLR4-MyD88 BLA: -5
- FLuc stim CS: 1
- NF-kB neuron act: 0.97
- STAT1 activator: 94
- APP 5'UTR act: 5
- FLuc inhib CS: 1

(listing goes on)
SMILES | G6PDH counter | APP 5UTR inh | Diaphorase inh | Diaphorase act | TLR4-MyD88 BLA | FLuc stim CS | NF-kB neuron act | STAT1 activator | APP 5'UTR act | FLuc inhib CS
CCCCC(c1nnnn1C1CCCC1)N1CCN(C2CCCCC2)CC1 (centres undefined) | -23 | -9 | 20 | 0.8 | -6 | 1 | 0.91 | 101 | 9 | -1
Cc1cc(=O)c(C(=O)O)cn1Nc1ccc(F)cc1 | 1 | 13 | 2 | 1 | -1 | 1 | 1.2 | 107 | -13 | -4
O=C(Nc1cccnc1)c1sc(Nc2ccccc2F)nc1-c1ccccc1 | 0 | 11 | 1 | 1 | -5 | 1.1 | 1.2 | 120 | -11 | -5
CC1=CC(C)(C)NC(=S)N1c1cc(C)cc(C)c1 | 9 | -17 | 4 | 1 | -29 | 1.1 | 1.5 | 94 | 17 | -8
O=C(/C=C/c1ccco1)N1CCc2ccccc21 | 4 | -250 | 29 | 0.7 | -10 | 0.2 | 7.7* | 90 | 250* | 82*
CC(OC(=O)c1ccncc1)C(=O)Nc1cccc(Cl)c1 (centres undefined) | 2 | 8 | 16 | 0.8 | 8 | 1.1 | 0.97 | 94 | -8 | -8
COc1cccc(CC2(CO)CCCN(CC3=Cc4cc(Cl)ccc4OC3)C2)c1 (centres undefined) | 10 | -1 | 30 | 0.7 | 4 | 1 | 1.1 | 108 | 1 | -4
CCOC(=O)c1ccccc1N/C=C/C(=O)c1ccccc1 | · | -13 | · | · | -2 | · | · | 116 | 13 | ·
CCOc1ccc2c(c1)c(N=NC(=N)N)c(O)n2C | 10 | -2 | 5 | 0.9 | 9 | 1 | 1.1 | 95 | 2 | -3
CCOc1ccc(N(C(=O)CNC(=O)c2ccco2)C(C(=O)NC2CCCC2)c2ccncc2)cc1 (centres undefined) | -7 | 8 | 6 | 0.9 | -7 | 1 | 1.2 | 102 | -8 | -1
CC(C)C(=O)Nc1ccc(-c2ccc3nncn3n2)cc1 | 2 | -2 | 14 | 0.9 | -11 | 0.7 | 0.68 | 104 | 2 | 25
O=C(CN1CCN(Cc2ccccc2Cl)C1=O)N1CCCCCC1 | 3 | 5 | 10 | 0.9 | 4 | 1 | 1.5 | 104 | -5 | -4

In a second layout: 10 of the compounds above.
Molecule	G6PDH counter	APP 5UTR inh	Diaphorase inh	Diaphorase act	TLR4-MyD88 BLA	FLuc stim CS	NF-kB neuron act	STAT1 activator	APP 5'UTR act	FLuc inhib CS
O=C(Nc1cccnc1)c1sc(Nc2ccccc2F)nc1-c1ccccc1	0	11	1	1	-5	1.1	1.2	120	-11	-5
CC1=CC(C)(C)NC(=S)N1c1cc(C)cc(C)c1	9	-17	4	1	-29	1.1	1.5	94	17	-8
O=C(/C=C/c1ccco1)N1CCc2ccccc21	4	-250	29	0.7	-10	0.2	7.7*	90	250*	82*
CC(OC(=O)c1ccncc1)C(=O)Nc1cccc(Cl)c1 (centres undefined)	2	8	16	0.8	8	1.1	0.97	94	-8	-8
COc1cccc(CC2(CO)CCCN(CC3=Cc4cc(Cl)ccc4OC3)C2)c1 (centres undefined)	10	-1	30	0.7	4	1	1.1	108	1	-4
CCOC(=O)c1ccccc1N/C=C/C(=O)c1ccccc1	·	-13	·	·	-2	·	·	116	13	·
CCOc1ccc2c(c1)c(N=NC(=N)N)c(O)n2C	10	-2	5	0.9	9	1	1.1	95	2	-3
CCOc1ccc(N(C(=O)CNC(=O)c2ccco2)C(C(=O)NC2CCCC2)c2ccncc2)cc1 (centres undefined)	-7	8	6	0.9	-7	1	1.2	102	-8	-1
CC(C)C(=O)Nc1ccc(-c2ccc3nncn3n2)cc1	2	-2	14	0.9	-11	0.7	0.68	104	2	25
O=C(CN1CCN(Cc2ccccc2Cl)C1=O)N1CCCCCC1	3	5	10	0.9	4	1	1.5	104	-5	-4

Later entries.
SMILES | G6PDH counter | APP 5UTR inh | Diaphorase inh | Diaphorase act | TLR4-MyD88 BLA | FLuc stim CS | NF-kB neuron act | STAT1 activator | APP 5'UTR act | FLuc inhib CS
O=C(CCC1N=C2c3ccccc3N=C(SCc3cccc(Cl)c3)N2C1=O)NCc1ccco1 (centres undefined) | 3 | -31 | 24 | 0.8 | -2 | 1.1 | 0.83 | 95 | 31 | -7
O=C(CCCC(=O)N(c1ccc2c(c1)OCCO2)C(C(=O)NC1CCCCC1)c1ccc(Cl)cc1)Nc1ccccn1 (centres undefined) | -21 | 11 | 4 | 1 | 6 | 1.1 | 0.82 | 95 | -11 | -6
CC(C)CN(C#N)c1nc(N2CCOCC2)nc(N2CCOCC2)n1 | 3 | -2 | -12 | 1.1 | 16 | 1 | 1 | 111 | 2 | -2
CN(CCN1CCc2ccccc2C1)Cc1nc(-c2ccc3c(c2)OCO3)no1 | 10 | 2 | 13 | 0.9 | -1 | 1 | 1 | 112 | -2 | -5
CCCCOc1ccc(NC(=O)c2cc(F)c(F)cc2Cl)cc1 | 1 | -5 | 11 | 0.9 | -26 | 1 | 1.4 | 104 | 5 | -2
Cc1cc(-c2nnco2)c(C)n1-c1ccccc1 | 10 | -32 | -7 | 1.1 | -4 | 0.7 | 2 | 112 | 32 | 30
C(=N\n1cnc2ccccc21)/c1cccnc1 | 11 | -6 | 8 | 0.9 | -3 | 1.1 | 1.7 | 110 | 6 | -9
